Screening data (PubChem BioAssay)
RGS4 inh = inhibitors of human RGS4; HEK293 M3R/RGS4 inducible, Fluo-4 calcium flux; hits give high values; triggered by carbachol at its EC20; B-score at 10 µM; 0.45% of 310,000 active;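 active = B-score, a plate-corrected calcium signal, over three deviations above library mean, with baseline fluorescence within five deviations of library mean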;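 also: RGS4 expression induced by doxycycline in cells with stable M3 receptor; B-score is computed from the integrated fluorescence ratio over baseline after carbachol; higher B-score means a larger calcium signal and so more RGS4 inhibition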
Target sequence (P49798 whole entry, looked up): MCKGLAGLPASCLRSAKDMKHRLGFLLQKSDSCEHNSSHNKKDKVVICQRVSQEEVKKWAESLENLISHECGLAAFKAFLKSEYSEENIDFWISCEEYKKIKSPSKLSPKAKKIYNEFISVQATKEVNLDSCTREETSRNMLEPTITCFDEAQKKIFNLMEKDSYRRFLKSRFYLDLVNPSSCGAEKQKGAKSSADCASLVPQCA
KCNQ1 inh = blocks the human KCNQ1 potassium channel | CHO-K1 KCNQ1, FluxOR thallium flux fluorescence; hits give high values | B-score at 10 µM | 1.3% of 310,000 active | AID 2642;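 active = compounds whose thallium flux B-score, printed positive for inhibition, exceeds three library SD while starting fluorescence stays within three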;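 also: channel opened by potassium depolarization with thallium stimulus after 20 min compound exposure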
GSK3beta inhib = inhibitors of human GSK3beta kinase; P49841; GST-GSK3beta kinase, ADP-Glo luminescence, 60 min; hits give low values; activity score (negative = inhibition), % at 10 µM; 0.038% of 300,000 active; AID 2097;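 active = more than half of replicate wells score below -50%, meaning over 50% inhibition versus plate controls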;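 also: 0% = median DMSO wells and -100% = median GW8510 positive control wells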
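test system = GST-tagged human GSK3beta kinase, cell-free | reagent = 25 µM ATP with peptide substrate | dosing = one dose of 10 µM per compound | schedule = 60 min reaction, RT | detection = luminescent ADP-Glo measurement of ADP formed | control set = DMSO neutral wells and GW8510 at 20 µM as positive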
hERG protect = shields human hERG channel from block by proarrhythmic agents. Q12809. CHO-hERG, FluxOR thallium flux, dofetilide IC70 present. activation (rescue from dofetilide block), less the hit threshold, % at 10 µM. 0.51% of 310,000 active. AID 1511;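 active = activation above the mean of controls blocked by dofetilide plus 5 SD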;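 also: thallium influx through hERG after potassium depolarization seen as dye fluorescence rise; in these data hits start at about 4.7%; inactives centre near -7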
RGS4 pot = RGS4 potentiation or activation; HEK293 M3R/inducible RGS4, carbachol calcium flux Fluo4; hits give low values; B-score at 10 µM; 0.92% of 310,000 active;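 active = B-score of the integrated calcium signal more than 4 SD below the library mean, with starting fluorescence not abnormally high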;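 also: negative B-score means reduced calcium response which marks RGS4 activation or potentiation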
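test system = HEK293 cells with stable M3R and inducible RGS4 | schedule = recording 10 s baseline at 1 Hz, 100 s post-agonist | technique = Fluo4-AM (2 µM) calcium-flux fluorescence, kinetic read | measure = Agonist-evoked peak-minus-minimum fluorescence over baseline, integrated ratio, B score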
PolyA inh = blocks polyadenylation in yeast reporter cells; S. cerevisiae SKY197-pL101 polyadenylation reporter, beta-gal luminescence; efflux-impaired pdr1/pdr3 knockout yeast; score 100 = 6 SD above DMSO; calls only at 12 µM; 0.02% of 300,000 active; AID 1875;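 active = lowest replicate activity score at least 50, where 100 means six control SD above control mean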;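 also: yeast exposed to compound for 9 h at 30 °C; higher score means more reporter readthrough which indicates perturbed polyadenylation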
KCNQ1 act = potentiators or activators of human KCNQ1 potassium channel. P51787. CHO-K1 KCNQ1, thallium flux FluxOR fluorescence; hits give high values. B-score at 10 µM. 0.35% of 310,000 active. AID 2648;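 active = fluorescence ratio B-score, a plate-corrected score, at least three library SD, with initial intensity B-score within 5 SD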
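System: Stable KCNQ1 CHO-K1 line | Incubation: 90 min dye loading and 20 min compound exposure, both at room temperature | Measure: Ratio B score | Medium: Assay buffer for compound exposure, DMSO matched across wells | Compound dosing: Single-concentration screen | Probe or stimulus: K+/Tl+ depolarizing stimulus | Measured by: Kinetic FluxOR fluorescence, 10 s baseline plus 110 s post-stimulus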
KCNK9 inh = inhibitors of human KCNK9 two-pore domain potassium channel. Q9NPC2. HEK293 KCNK9, FluxOR thallium flux fluorescence; hits give low values. B-score at 10 µM. 1.2% of 310,000 active. AID 488922;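 active = ratio B-score over 3 SD below the library mean, with starting fluorescence within 5 SD of its mean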;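 also: negative B-score means less thallium flux so channel inhibition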
Target sequence (Q9NPC2 whole entry, looked up, the tested form may be a part): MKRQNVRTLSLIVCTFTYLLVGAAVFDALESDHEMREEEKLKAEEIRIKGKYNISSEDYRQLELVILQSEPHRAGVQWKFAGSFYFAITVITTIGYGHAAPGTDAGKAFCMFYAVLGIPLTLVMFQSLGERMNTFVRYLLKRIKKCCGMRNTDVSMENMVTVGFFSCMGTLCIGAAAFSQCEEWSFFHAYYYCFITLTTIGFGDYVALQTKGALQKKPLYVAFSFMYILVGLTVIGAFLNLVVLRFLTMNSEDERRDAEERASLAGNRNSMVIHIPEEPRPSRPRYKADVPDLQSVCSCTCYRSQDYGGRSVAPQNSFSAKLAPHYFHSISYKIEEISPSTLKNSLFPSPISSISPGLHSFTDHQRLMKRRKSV
Dyrk1A ADPGlo = Dyrk1A (rat) kinase inhibition. ADP-Glo luminescence, NFATc1 peptide. inhibition, % at 12.5 µM. 0.43% of 310,000 active. AID 504441; in the data active = inhibition above about 50%;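 also: plate controls were vehicle with enzyme for no effect and no enzyme for full effect; many of its hits are not listed in these tables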
KCNK3 inh = human KCNK3 channel inhibition, primary screen; O14649; CHO-KCNK3 thallium flux, FluxOR fluorescence; hits give low values; B-score at 10 µM; 0.84% of 340,000 active; AID 602410;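 active = B-score under library mean minus 4 SD, starting fluorescence ratio at most library mean plus 5 SD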;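 also: more negative B-score means stronger inhibition of thallium flux through KCNK3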
GSK3A inh = inhibitors of human GSK-3 alpha kinase. P49840. ADP-Glo luminescence, 60 min. inhibition, % at 10 µM. 0.1% of 320,000 active;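 in the data active = inhibition above about 50%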;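 also: GST-tagged GSK-3 alpha with peptide substrate and 25 µM ATP; 0% = DMSO neutral wells and 100% = GW8510 positive control wells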
Target sequence (P49840 whole entry, looked up): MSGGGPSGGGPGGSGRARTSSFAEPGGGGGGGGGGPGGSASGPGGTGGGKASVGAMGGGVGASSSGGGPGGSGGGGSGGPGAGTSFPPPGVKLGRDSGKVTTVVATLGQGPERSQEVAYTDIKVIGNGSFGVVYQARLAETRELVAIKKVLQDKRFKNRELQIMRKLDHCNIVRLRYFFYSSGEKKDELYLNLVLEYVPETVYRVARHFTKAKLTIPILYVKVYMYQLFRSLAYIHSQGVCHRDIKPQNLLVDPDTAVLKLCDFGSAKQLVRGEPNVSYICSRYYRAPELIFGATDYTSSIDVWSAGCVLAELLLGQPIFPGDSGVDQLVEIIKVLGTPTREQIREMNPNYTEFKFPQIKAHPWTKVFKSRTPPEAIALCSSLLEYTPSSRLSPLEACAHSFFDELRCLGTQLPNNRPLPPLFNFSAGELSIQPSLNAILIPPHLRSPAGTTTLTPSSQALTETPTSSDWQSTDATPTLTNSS
An asterisk follows results filed as active; i = inactive; . = not tested or not shown. A portion of the library; rates above refer to the full screens.

SMILES	RGS4 inh	KCNQ1 inh	GSK3beta inhib	hERG protect	RGS4 pot	PolyA inh	KCNQ1 act	KCNK9 inh	Dyrk1A ADPGlo	KCNK3 inh	GSK3A inh
Cc1ccc(S(=O)(=O)N(C)c2ccc(OC(=O)CN3C(=O)NC4(CCCC4)C3=O)cc2)cc1C	i	i	2	-16	i	i	i	i	1	i	-1
COc1ccc(C(=O)NC2(C(F)(F)F)N=C3SCCN3C2=O)cc1 (stereo not given)	i	i	-3	-8	i	.	i	i	-1	i	-3
Cc1ccsc1/C=N\NC(=O)CC(=O)NCc1ccccc1	i	i	2	-8	i	i	i	i	-4	i	-7
CC(C)(C)c1ccc(C(=O)O)c(C(=O)c2ccccc2)c1	i	i	7	-9	i	.	i	i	-4	i	-6
CC1CC(C)CN(C(=O)CCC(=O)Nc2nnc(C(C)C)s2)C1 (stereo not given)	i	i	5	-4	i	i	i	i	-1	i	-1
Cn1c(SCC(=O)N2CCCc3ccccc32)nnc1-c1ccccc1	i	i	-1	-5	i	i	i	i	3	i	0
COCCN(C(=O)C(F)(F)F)C(C(=O)NC1CCCCC1)c1ccco1 (stereo not given)	i	i	0	-8	i	i	i	i	-8	i	-3
Cc1cc(Br)ccc1NC(=O)C1CCN(S(=O)(=O)c2cnc[nH]2)CC1	i	i	4	-9	i	i	i	i	-6	i	-1
COc1cc(OC)cc(-c2n[nH]c(=S)n2-c2ccc3c(c2)OCCO3)c1	i	i	1	-1	i	i	i	i	5	i	0
Cc1ccc2c(c1)NC(=O)C(CC(=O)Nc1ccc(CN3CCC(C)CC3)cc1)O2 (stereo not given)	i	i	-6	-9	-7.7*	i	i	i	5	i	0
CCOC(=O)Nc1ccc2c(c1)N(C(=O)CCCl)c1ccccc1[S@]2=O	i	i	-2	-11	i	i	i	i	-3	i	2
Cc1ccc(COc2coc(CO)cc2=O)cc1	i	i	4	-5	i	i	i	i	-4	i	-2
Nc1ncnc2oc(-c3ccco3)c(-c3ccco3)c12	i	i	-8	-4	i	i	i	i	16	i	22
CCOc1ccc(/C=C2/C(=O)N(c3ccc(OC)cc3)C(=S)N2CC(=O)OC)cc1OCC	i	i	0	-11	i	i	i	i	1	i	0
Cc1ccc(S(=O)(=O)N(C)C)cc1NC(=S)NCCc1ccccn1	i	i	1	-11	i	i	i	i	2	i	3
CCOc1ccc(CCNC(=O)CCc2nnc3ccc(N4CCOCC4)nn23)cc1	i	i	2	-10	i	i	i	i	3	i	1
COc1ccc(NC(=O)CSc2n[nH]c(N)n2)cc1OC	i	i	-7	-5	i	i	i	i	-2	i	0
CCOC(=O)C1(Cc2ccccc2)CCN(Cc2cccc3nccnc23)CC1	i	i	0	0	i	i	i	i	6	i	6
CC1SC(c2ccc(F)cc2)N(CCc2ccccc2)C1=O (stereo not given)	i	i	-4	-9	i	i	i	i	-6	i	1
O=C(NCc1ccc(F)cc1)C1CCCN(C(=O)NCc2ccccc2)C1 (stereo not given)	i	i	5	-4	i	i	i	i	0	i	0

Limited to RGS4 inh, KCNK3 inh and KCNK9 inh, for some of the entries so far:
SMILES | RGS4 inh | KCNK3 inh | KCNK9 inh
Cc1ccc(COc2coc(CO)cc2=O)cc1 | i | i | i
Nc1ncnc2oc(-c3ccco3)c(-c3ccco3)c12 | i | i | i
CCOc1ccc(/C=C2/C(=O)N(c3ccc(OC)cc3)C(=S)N2CC(=O)OC)cc1OCC | i | i | i

Other results follow.
SMILES	RGS4 inh	KCNQ1 inh	GSK3beta inhib	hERG protect	RGS4 pot	PolyA inh	KCNQ1 act	KCNK9 inh	Dyrk1A ADPGlo	KCNK3 inh	GSK3A inh
CC(OC(=O)c1oc2ccccc2c1COc1ccccc1)C(N)=O (stereo not given)	i	i	0	-2	i	.	i	i	-5	i	-2
CC(/C=C/c1cccc([N+](=O)[O-])c1)=N/NC(=O)c1cccnc1	i	i	1	-8	i	i	i	i	4	i	7
CNC(=O)CCCc1nc(-c2ccccc2Cl)no1	i	i	-3	-9	i	i	i	i	-8	i	6
CN1CCC(N(C)C(=O)Cc2ccccc2[N+](=O)[O-])CC1	i	i	1	-10	i	i	i	i	6	i	0
COc1ccc(NC(=O)c2cc(S(=O)(=O)N(Cc3ccccc3)c3ccccc3)ccc2Cl)cn1	i	i	1	-7	i	i	i	i	5	i	0
CC(=O)OC(Cn1ccnc1)c1ccccc1 (stereo not given)	i	i	-1	0	i	i	i	i	3	i	7
CN1CC=C2C(C#N)=C(N)C(C#N)(C#N)C(c3ccsc3)C2C1 (stereo not given)	i	i	-3	-10	i	i	i	i	11	i	8
O=C(COc1cc(Cl)ccc1Cl)Nc1ccc2c(c1)CCC2	i	i	4	-6	i	i	i	i	0	i	2
COc1ccc2c(c1)C(C)(CCN)C(=O)N2C (stereo not given)	i	i	-3	-5	i	i	i	i	-16	i	-1
CSCC(C)N1CCC(CO)(CCCc2ccccc2)CC1 (stereo not given)	i	i	1	-9	i	i	i	i	-6	i	-4
CCCc1nnc(SCC(=O)N2CCCCC2C)n1CC1CCCO1 (stereo not given)	i	i	-2	-10	i	i	i	i	0	i	-3
COc1ccccc1N1CCN(CC(=O)Nc2ccc(C)c(F)c2)CC1	i	i	1	-8	i	i	i	i	-1	i	-1
Cc1ccccc1NC(=S)c1nc2ccccc2[nH]1	i	i	0	-13	i	i	i	i	3	i	-1
O=C(OCC(=O)N1CCCc2ccccc21)c1ccc(Br)o1	i	i	-3	-7	i	i	i	i	11	i	.
CO/N=C(/C)CCS(=O)(=O)c1ccccc1	i	i	-3	-7	i	i	i	i	3	i	0
COc1ccc(NC(=O)Nc2ccccc2C)c(OC)c1	i	i	2	1	i	i	i	i	-9	i	4
O=C(c1ccc(-c2ccc([N+](=O)[O-])cc2Cl)o1)N1CCOCC1	i	i	-2	-11	i	i	i	i	-1	i	2
Cc1cc(NC(=O)CSc2ncnc3c2cnn3-c2cccc(Cl)c2)no1	i	i	0	-14	i	i	i	i	.	i	-1
CNC(=O)CSc1nnc(CCc2ccccc2)n1-c1ccccc1	i	i	1	-10	i	i	i	i	0	i	0
Cc1cc(C)n2nc(C(=O)N/N=C/c3ccc(Cl)cc3)nc2n1	i	i	-4	-17	i	i	i	i	9	i	2

Single values from the entries so far.
CO/N=C(/C)CCS(=O)(=O)c1ccccc1 in Dyrk1A ADPGlo: 3
CNC(=O)CSc1nnc(CCc2ccccc2)n1-c1ccccc1 in hERG protect: -10

Following part:
SMILES	RGS4 inh	KCNQ1 inh	GSK3beta inhib	hERG protect	RGS4 pot	PolyA inh	KCNQ1 act	KCNK9 inh	Dyrk1A ADPGlo	KCNK3 inh	GSK3A inh
CCn1nc(C)c(NC(=O)CSc2nnc(-c3ccco3)n2C)c1C	i	i	-2	3	i	i	i	i	1	i	-1
CCC1(CC)Cc2ccccc2-c2[nH]c(=S)[nH]c(=O)c21	i	i	0	4	i	i	i	i	5	i	1
CCCCCCCN1C=CC(=O)CC1	i	i	-1	-14	i	i	i	i	2	i	-2
COC(=O)Nc1sc2c(c1C(N)=O)CCC(C)C2 (stereo not given)	i	i	0	-4	i	i	i	i	3	i	-3
COC(=O)c1ccc2c(=O)n(-c3ccccc3)c(SCN3C(=O)c4ccccc4C3=O)nc2c1	i	6*	0	-8	i	i	i	i	2	i	-1
Cc1ccc(SC[C@H](C)CN2CC[C@H](C(C)(C)C)CCC2=O)cc1	i	i	4	-26	i	i	i	i	2	i	-3
Cc1ccc(OCC(O)CN2CCOCC2)c(C)c1 (stereo not given)	i	i	1	-2	i	i	i	i	.	i	3
C=CC#CC1(O)CC(C)[N+](C)(C)CC1C (stereo not given)	i	i	2	-3	i	i	i	i	0	i	-1
NC(=O)[C@@H]1CCCN1Cc1nc(Cc2ccccc2F)no1	i	i	-1	-12	i	i	i	i	-3	i	-3
Cc1ccc(NCCC(=O)c2ccc(Cl)cc2)cc1	i	i	1	-9	i	i	i	i	1	i	.
Cc1ccc(S(=O)(=O)Nc2cccc(C(=O)NCC(c3ccccc3)N(C)C)c2)cc1F (stereo not given)	i	i	-1	-11	-7.5*	i	i	i	3	i	1
COc1cccc(C(=O)N(Cc2ccc3c(c2)OCO3)Cc2nc3ccccc3c(=O)[nH]2)c1	i	i	-2	-10	i	i	i	i	-3	i	1
O=C(NCC1CCCO1)Nc1cccc(Cl)c1 (stereo not given)	i	i	-1	3	i	i	i	i	4	i	0
CCC1=Nc2cc(C(=O)NCCCOC(C)C)ccc2Sc2ccccc21	i	i	-2	-16	i	i	i	i	2	i	-2
Cc1nc(SCc2c(F)cccc2Cl)n[nH]1	i	i	3	-12	i	i	i	i	-6	i	-2
CCN(CC)S(=O)(=O)c1cc(NC(=O)C(C)N2CCc3ccccc32)ccc1C (stereo not given)	i	i	4	-14	i	i	i	i	.	i	1
Cn1cc(Cl)c(C(=O)NC2CCCC2)n1	i	i	-1	-6	i	i	i	i	-4	i	-1
Oc1ccccc1N=Nc1nc(-c2ccccc2)c(-c2ccccc2)[nH]1	i	10*	1	-19	i	i	i	i	2	i	0
CCc1nnc(NC(=O)CSc2nc3[nH]ncc3c(=O)[nH]2)s1	i	i	5	-8	i	i	i	i	0	i	2
Cc1ccc(C(=O)Cn2nnc(-c3cccs3)n2)cc1	i	i	2	-14	i	i	i	i	-1	i	-1
O=C(CCNC(=O)Cn1ccc2ccccc2c1=O)NCCN1CCc2ccccc2C1	i	i	1	-5	i	i	i	i	-15	i	-1
CCn1cnc2c([N+](=O)[O-])c(NS(=O)(=O)c3ccc(C)cc3)ccc21	i	i	1	0	i	i	i	i	-1	i	-1
O=C1C(Br)=Cc2cccc3cccc1c23	i	i	-2	-1	i	i	i	i	46	i	-2
CC1CC(C)CN(CCCNC(=O)CC2Oc3ccccc3NC2=O)C1 (stereo not given)	i	i	-1	-6	i	i	i	i	12	i	-2
CC(Oc1ccccc1)C(=O)Nc1ccc(C(N)=O)cc1 (stereo not given)	i	i	-1	-1	i	i	i	i	1	i	-1
O=[N+]([O-])c1nn(-c2ccc3c(c2)OCCO3)n(O)c1=NCCC1=CCCCC1	i	i	-3	-12	i	i	i	i	-10	i	-7
CCOc1ccccc1-n1nnnc1SC(C)C(=O)OC (stereo not given)	i	i	2	-5	i	i	i	i	.	i	-3
